CCR6 antagonist: antagonists of human CCR6 receptor | P51684 | 340,000 compounds, 0.49% hits | CHO-K1 CCR6 PathHunter beta-arrestin, luminescence, CCL20-stimulated | AID 493098 | inhibition, % at 20 µM;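 active = compounds whose inhibition of the agonist-driven luminescence signal at 20 µM reaches about 50%, limit read from the data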;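 also: cells stimulated with CCL20 at 14 nM final; plate controls were DMSO with CCL20 for no effect and DMSO without agonist for full effect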
Gli-Sufu antag: blocks Gli-Sufu signaling in a luciferase reporter. Sufu-KO-LIGHT fibroblasts, Gli luciferase reporter luminescence. inhibition, % at 5 µM. 340,000 compounds, 0.74% hits. AID 588413;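 active = inhibition above about 55%, limit read from the data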;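 also: 0% = DMSO-treated cells and 100% = wells with medium but no cells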
NR3A LBD binder: modulates the human NR3A ligand-binding domain. AID 1259313. Tm shift relative to glycine control, % at 25 µM. 340,000 compounds, 2.5% hits. NR3A LBD differential scanning fluorimetry, Tm shift; 0% = protein alone, 100% = glycine-bound protein;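 active = melting temperature shift of at least 10% of the positive control shift, at one fixed dose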
EBI2 block: blocks human EBI2 receptor beta-arrestin signaling; EBI2 beta-arrestin recruitment, luminescence, 7a,25-OHC stimulated; inhibition, % at 5 µM; 360,000 compounds, 0.81% hits; AID 651636; in the data active = inhibition above about 38%;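 also: enzyme fragment complementation signal reports receptor beta-arrestin coupling in cells; 0% = agonist plus DMSO wells and 100% = wells without agonist; some results beyond the cut were filed as inactive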
Target sequence (P32249 whole entry, looked up, the tested form may be a part): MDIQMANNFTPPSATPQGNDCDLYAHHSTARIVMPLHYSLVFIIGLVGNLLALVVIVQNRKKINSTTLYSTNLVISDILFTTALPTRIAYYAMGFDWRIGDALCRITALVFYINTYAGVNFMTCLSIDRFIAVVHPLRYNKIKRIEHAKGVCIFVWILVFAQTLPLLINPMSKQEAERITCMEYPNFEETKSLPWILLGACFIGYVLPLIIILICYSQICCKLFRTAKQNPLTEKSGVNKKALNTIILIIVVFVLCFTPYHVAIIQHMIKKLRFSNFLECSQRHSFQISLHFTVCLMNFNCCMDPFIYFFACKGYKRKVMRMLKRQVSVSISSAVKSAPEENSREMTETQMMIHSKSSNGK
MPTP block: blocks calcium-induced mitochondrial swelling; AID 602449; inhibition, % at 10 µM; 360,000 compounds, 1.4% hits; isolated mouse mitochondria, Ca2+ swelling absorbance, 30 min;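 active = inhibition of 50% or more, scaled per plate between neutral and stimulator controls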;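 also: 0% = DMSO wells given calcium and 100% = 1 mM EGTA wells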
APOBEC3G inh: blocks human APOBEC3G single-stranded DNA deamination. Q9HC16. recombinant A3G, ssDNA deamination FAM/TAMRA fluorescence. inhibition, % at 20 µM. 330,000 compounds, 0.28% hits. AID 493012;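 active = inhibition of at least 40% at 20 µM, with no more than 30% in the related APOBEC3A deaminase screen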;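 also: plate controls were DMSO wells with A3G for no effect and wells lacking A3G enzyme for full effect; some compounds called inactive have numbers as strong as hits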
Target sequence (Q9HC16 whole entry, looked up): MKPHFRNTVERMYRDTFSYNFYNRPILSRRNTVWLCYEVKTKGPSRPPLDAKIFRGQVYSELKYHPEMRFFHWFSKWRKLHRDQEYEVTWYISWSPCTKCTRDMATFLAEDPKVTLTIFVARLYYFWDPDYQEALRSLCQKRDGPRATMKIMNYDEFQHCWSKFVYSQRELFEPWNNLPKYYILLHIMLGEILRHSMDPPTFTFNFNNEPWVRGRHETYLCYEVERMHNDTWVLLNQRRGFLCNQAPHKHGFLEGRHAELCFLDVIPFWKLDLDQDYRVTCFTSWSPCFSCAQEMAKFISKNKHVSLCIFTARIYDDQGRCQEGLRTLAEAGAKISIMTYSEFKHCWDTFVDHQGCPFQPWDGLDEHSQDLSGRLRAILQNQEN
CXCR6 block: CXCR6 (human) receptor inhibition. O00574. inhibition, % at 20 µM. 360,000 compounds, 0.36% hits. CHO-K1 PathHunter CXCR6 beta-arrestin, luminescence. AID 602244; in the data active = inhibition above about 34%, passing the limit was not always enough;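 also: antagonist mode with CXCL16 agonist at 10 nM final; 0% = 10 nM CXCL16 with DMSO and 100% = unstimulated wells without agonist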
APOBEC3A inh: blocks human APOBEC3A ssDNA deamination. recombinant A3A, FAM/TAMRA ssDNA deamination fluorescence. 330,000 compounds, 0.41% hits. P31941. inhibition, % at 20 µM;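 active = at least 40% inhibition at 20 µM here, with at most 30% in a related deaminase screen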;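 also: plate controls were A3A with DMSO for no effect and wells lacking A3A enzyme for full effect; some results filed as inactive read as strong as hits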
Target sequence (P31941 whole entry, looked up): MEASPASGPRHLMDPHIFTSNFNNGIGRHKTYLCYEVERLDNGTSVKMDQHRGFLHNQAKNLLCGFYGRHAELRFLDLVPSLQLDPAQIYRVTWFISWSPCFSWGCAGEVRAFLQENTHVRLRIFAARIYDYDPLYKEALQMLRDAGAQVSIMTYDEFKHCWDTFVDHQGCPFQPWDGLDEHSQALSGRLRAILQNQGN
* hit, by the source's call; nt = not tested or not shown.

SMILES	CCR6 antagonist	Gli-Sufu antag	NR3A LBD binder	EBI2 block	MPTP block	APOBEC3G inh	CXCR6 block	APOBEC3A inh
Oc1ccc(/C=N/Nc2ccnc3cc(Cl)ccc23)c(O)c1	11	2	27*	46*	58*	-3	-3	0
COc1cc(C(=O)N(CCc2ccccc2)C2=CC3CCC(C2)N3C)cc(OC)c1OC (stereo not given)	7	-3	0	9	2.8	-5	0	-2
Cc1cc(S(=O)(=O)NC2CC(C)(C)NC(C)(C)C2)c(Cl)cc1Cl	1	-19	-2	-5	-0.2	-2	-2	-1
COc1cccc(CN(C)C(=O)C2CCN(S(=O)(=O)c3cccs3)CC2)c1OC	10	17	0	4	-0.8	-8	-5	-1
CCOC(=O)Cc1c(C)c2ccc(N(CC)CC)cc2oc1=O	10	-8	4	-8	0.9	-1	4	-3
O=c1[nH]c2cccnc2n1-c1cccc([N+](=O)[O-])c1	14	5	0	nt	nt	-5	nt	-2
Cc1ccc(OCCCCN(C)Cc2ccccc2)c(Br)c1	1	25	-1	9	3.9	-6	-3	-2
Cc1ccc(-c2nc(NCc3cccnc3)c3ccccc3n2)cc1	1	4	-8	20	21	-10	4	-1
O=C(NNC(=O)c1cccs1)Nc1cccc(Cl)c1	-2	16	1	-8	0.7	-1	-12	-1
CC1C(c2ccccc2)N(C)C(c2ccccc2)CC1(O)c1ccccc1 (stereo not given)	12	-4	-7	10	9.3	0	14	1
O=C(O)c1cnn2c(C(F)(F)F)cc(-c3ccccc3)nc12	-4	10	-3	-7	-1.1	-4	7	1
Cc1ccc(NC(=O)CN2C(=O)NC(C)(CC(C)C)C2=O)cc1F (stereo not given)	-1	-7	-1	-4	-0.2	-7	0	1
COc1ccccc1NS(=O)(=O)c1cc(-c2cc(C)no2)ccc1OC	8	4	-2	7	1.5	7	-2	-2
CCCCNC(=O)C1CCCN(S(=O)(=O)CC)C1 (stereo not given)	0	-7	-2	-4	0.7	1	-4	0
Cc1ccc(NC(=O)/C=C/c2ccco2)cc1S(=O)(=O)N1CCCCCC1	24	77*	1	29	11	-2	-9	6
C/C(=N\Nc1ccc(S(N)(=O)=O)cc1[N+](=O)[O-])c1ccccc1O	12	6	-2	-16	3.4	-2	0	-5
CN1C(=O)N(C)C2(c3ccccc3)N(C(C)(C)C)C(=O)NC12c1ccccc1 (stereo not given)	14	-2	-4	2	-1.3	-10	4	-2
C(=NN1CCCCCC1)c1ccc2c(c1)OCO2	14	-106	1	1	0.6	nt	-8	nt
CC(=O)c1cc(C(=O)c2ccccc2)sc1Nc1ccccc1	20	-23	-16	8	0.0	-1	12	1
Cc1cccc(NC(=O)COC(=O)c2ccccc2SCC(=O)N2CCCC2)c1	-9	-3	-3	4	-0.4	-7	3	-6
C=CCN(C(=O)c1csnn1)C(C(=O)NC1CCCCC1)c1ccc(C)cc1 (stereo not given)	15	21	-2	3	0.8	0	4	2
O=C(CSc1nnc(-c2ccccc2Cl)o1)N1CCCC1	6	-35	-2	-11	-1.0	-14	-1	-5
NC(=O)c1ccc(NC(=O)COc2ccc(-n3cnnn3)cc2)cc1	5	2	-5	-4	1.3	-7	-2	5
CCOC(=O)c1cc2c(ccn2C)n1CC(=O)N1CCC(C)CC1	-10	26	0	-5	1.2	1	2	5
Cc1cc2oc(=O)cc(CN(C)Cc3cccc(F)c3)c2cc1C	28	-6	-1	5	1.0	2	-3	4
(cont.)
SMILES	CCR6 antagonist	Gli-Sufu antag	NR3A LBD binder	EBI2 block	MPTP block	APOBEC3G inh	CXCR6 block	APOBEC3A inh
COc1ccc(NC(=O)C(Cc2cc(C)cc(C)c2)C(C)C(=O)O)cc1 (stereo not given)	-8	-10	6	-2	0.6	-3	-1	-9
O=C(NCCc1ccc(Cl)cc1)c1ccc2nc(N3CCOCC3)sc2c1	18	1	-2	19	-0.9	-4	-2	1
COc1ccc(C2OCC(C)(C)CO2)cc1OC	4	-3	-3	-12	0.7	nt	0	nt
COc1ccccc1OCC(=O)Nc1ccc(S(=O)(=O)Nc2onc(C)c2C)cc1	-5	16	4	-4	-0.3	-8	4	-5
CCOC(=O)C(CC)(CC)C(=O)/C=C/c1cccc(Br)c1	19	16	-1	-21	-0.3	-5	11	1
COc1ccc(S(=O)(=O)N(C)C2CCN(C)CC2)cc1	4	5	-4	2	-1.4	-8	2	-3
Cc1cc(/C=C2\SC(=Nc3ccc(N4CCOCC4)cc3)N(C)C2=O)c(C)n1-c1cccnc1	13	4	0	26	4.8	-9	17	-6
O=C(NC1CCCC1)C(c1ccsc1)N(CCc1ccccc1)C(=O)Cc1cccs1 (stereo not given)	-3	3	4	22	3.5	-7	-7	-1
CCn1c2c(c3cc(OCC(C)C)ccc31)CCCC2=O	3	0	1	8	5.6	-5	-2	-1
COc1cc(C(=O)NNC(=O)c2nn(C)c(=O)c3ccccc23)cc(OC)c1OC	3	6	0	1	-1.7	-4	-1	1
N#Cc1sc(=O)[nH]c1Cl	7	3	3	6	0.9	-10	-15	-2
CCC(=O)Nc1nnc(C(C)(C)C)s1	0	6	0	3	0.6	5	-2	8
COc1ccc(CN2CC(=O)N(c3ccc(Cl)cc3)C2=S)cc1OC	13	-5	-2	5	2.1	-9	2	-6
COc1ccc(N(Cc2cc3cc(OC)ccc3[nH]c2=O)C(=O)C2CCCO2)cc1 (stereo not given)	7	0	1	-6	1.3	-4	1	-2
CCn1c(CN2CCOCC2)nnc1SCC(=O)Nc1ccccc1Cl	9	-2	0	-3	-0.3	-4	-5	-3
CC(NC(=O)CCl)c1ccccc1Br (stereo not given)	-4	-6	2	-8	2.9	-3	-6	2
COc1cc(NC(=O)c2ccccc2)c(OC)cc1NC(=O)CN1C(=O)N(C)C2(CCCCC2)C1=O	-6	1	1	6	-2.1	-9	-23	-3
CCOC(=O)c1cc(S(=O)(=O)NC2CCC(C)CC2)cn1C (stereo not given)	3	-4	0	-6	-1.8	-6	-1	-6
C=CCOc1ccc(CN(C)Cc2nc3cc(C(F)(F)F)ccc3c(=O)[nH]2)cc1	3	3	-1	0	0.4	-8	11	1
CCN(CC)C(=O)CSc1nnc(CCCCCNC(=O)OC(C)(C)C)o1	3	-2	-2	-14	-1.2	-3	5	1
COn1c(=O)c(-c2ccc(Cl)cc2)[n+]([O-])c2ccccc21	1	1	-1	0	-0.3	0	1	4
O=C(COc1ccc(/C=N/NC(=O)c2cccnc2)cc1)Nc1ccccc1	4	2	13*	2	-0.9	2	-6	-1
C#Cc1ccc([C@H]2C=C(C(=O)NCc3nc4ccccc4[nH]3)O[C@@H](OCc3ccc(CO)cc3)C2)cc1	-5	9	-11	3	-1.4	-7	2	-6
Cc1sc2nc(CSCC(=O)Nc3c(Cl)cccc3Cl)[nH]c(=O)c2c1C	6	7	-1	-3	-0.7	-2	4	-1
COc1ccc(OCC(=O)OCCN2C(=O)c3ccccc3C2=O)cc1	7	0	-2	2	-1.9	-5	0	3
Next section:
SMILES	CCR6 antagonist	Gli-Sufu antag	NR3A LBD binder	EBI2 block	MPTP block	APOBEC3G inh	CXCR6 block	APOBEC3A inh
CCc1nnc(NC(=O)COC(=O)c2cc(OC)cc(OC)c2)s1	2	5	-1	-4	0.4	-1	-3	2
Cc1ccc(N(C(=O)c2csnn2)C(C(=O)NC2CCCCC2)c2ccncc2)c(C)c1 (stereo not given)	12	nt	-3	8	0.8	-2	-6	1
CCNc1sc(S(C)(=O)=O)nc1S(=O)(=O)c1ccc(Cl)cc1	-13	-10	-1	-9	-3.2	-3	4	0
CCN1CCN(C(=O)c2cc(COc3ccc(C(C)=O)cc3OC)on2)CC1	4	-7	-1	2	-2.6	-7	-3	-5
Cc1cc(=O)oc2c3c(cc(OCC(=O)N[C@@H](Cc4ccccc4)C(=O)O)c12)OC(C)(C)CC3	3	3	-2	-5	0.0	-8	-6	-1
O=C(COC(=O)c1cccnc1Nc1cccc(C(F)(F)F)c1)NC1CCS(=O)(=O)C1 (stereo not given)	-5	3	-4	3	0.9	-8	2	2
Cc1ccc(S(=O)(=O)NC(C)C(c2cccs2)N2CCN(c3ccccc3)CC2)cc1 (stereo not given)	9	8	-3	5	1.7	3	3	-1
CCn1c(SCC(=O)N2CCN(c3cccc(Cl)c3)CC2)nc2ccccc2c1=O	0	-1	-1	9	9.3	-7	2	5
Cc1ccc(S(=O)(=O)N2CCN(C(=O)c3ccc([N+](=O)[O-])cc3)C2)cc1	-7	-2	-2	-19	3.6	0	-13	-2
CC(C)Cc1ccc(C(C)NC(=O)c2ccc(=O)[nH]c2)cc1 (stereo not given)	6	7	0	1	-4.0	2	5	6
COc1ccc2cc(C#N)c(SCC(=O)NNC(=O)Cc3ccccc3)nc2c1	-4	-27	-1	-1	2.9	-4	2	0
S=C(c1ccccc1)N1CCN(c2ccccc2)CC1	14	5	0	4	-1.4	nt	3	nt
CC(C)CN(C(=O)CN1CCN(c2ccccc2O)CC1)c1c(N)n(CC(C)C)c(=O)[nH]c1=O	10	-2	2	-24	-1.5	-7	-7	1
CCOCCc1nnc(NC(=O)c2cccc(F)c2)s1	2	-9	0	-16	-3.6	-6	-10	-6
CC1CC(C)CN(S(=O)(=O)c2ccc(C(=O)OCC(=O)NCCN3C(=O)CSC3=O)cc2)C1 (stereo not given)	13	-4	1	-2	-0.4	-5	-6	9
Cc1ccc(OCC(=O)NC2=NCCS2)cc1	-7	-6	0	-3	2.6	-6	-6	-6
COc1cc(C(C)=O)ccc1OCC(=O)Nc1ccc(C)c(S(=O)(=O)N2CCCCCC2)c1	8	27	-3	-6	1.3	-8	-1	-1
CC1=Nn2c(nnc2-c2cccs2)SC1	8	3	2	0	-8.5	-6	2	-18
CCOc1ccc2c(c1)-c1c(ssc1=S)C(C)(C)N2C(=O)CSC1=NCCS1	25	5	-10	29	3.3	-3	21	2
COc1ccccc1C(=O)NC(=O)COC(=O)/C(=C/c1ccccc1)NC(C)=O	5	0	0	-17	1.0	-8	29	-2
CCOC(=O)Cn1c(=NC(=O)C(C)(C)C)sc2cc([N+](=O)[O-])ccc21	0	13	-4	12	4.6	-10	5	-4
O=C(O)c1ccc(CSc2nnc(SCc3ccccc3)s2)cc1	2	-6	2	9	-0.9	-8	-4	-16
CCOc1ccc(C(=O)Nc2c(C(=O)N3CCC(N4CCCCC4)CC3)oc3ccccc23)cc1	-8	2	1	3	0.3	-3	11	-1
CC(C)CC(C(=O)O)N1C(=O)C2C3C=CC(C2C1=O)C1C(=O)N(C(CC(C)C)C(=O)O)C(=O)C31 (stereo not given)	-9	-1	3	-10	-0.9	-3	-1	3
CN(CCc1ccccn1)C(=O)CCC1CCCN(C(=O)c2cccc(N(C)C)c2)C1 (stereo not given)	-4	5	-3	-3	-0.3	-7	-8	-5
CCOc1ccccc1NC(=O)C1CCC(CNc2c(N3CCCCC3)c(=O)c2=O)CC1 (stereo not given)	-2	8	0	-1	1.5	-4	3	-6
COc1c(Cl)cc(Br)c(OC)c1C(=O)NC(=O)Nc1nc(C)cc(C)n1	14	-4	-2	2	2.4	-10	-5	-3
Cc1ncc(N=Nc2ccccc2)c(-c2ccccc2)n1	31	-3	0	0	2.7	-3	6	-2
Cc1cc(C)nc(NN=CC2=C(N3CCOCC3)/C(=C/c3ccc(Cl)cc3)CC2)n1	19	-1	-7	12	-0.6	nt	19	nt
CCOC(=O)c1c(C)nn(-c2ccc(NC(=O)/C=C/C(=O)O)cc2)c1C	15	8	3	-1	2.7	-7	4	-4

High-throughput results as filed in PubChem BioAssay.
